NadD block: inhibitors of S. aureus NadD, primary screen, biochemical, colorimetric, uHTS; Nicotinate-nucleotide adenylyltransferase NadD (Staphylococcus aureus N315); purified NadD enzyme, colorimetric absorbance read-out; inhibition, % at 20 µM; actives 0.78% (n = 360,000); AID 602399, 2012; in the data active = inhibition above about 26%; also: some compounds past the cut are filed as inactive
SUMO1 PPI mod: modulators of SUMO1 protein-protein interactions, primary screen, biochemical, uHTS. Small ubiquitin-related modifier 1 (Homo sapiens), P63165. SUMO1 binding to a labelled peptide, TR-FRET, 1 h. inhibition, % at 20 µM. actives 0.33% (n = 360,000); in the data active = inhibition above about 37%
Rpn11 inh: Rpn11 (PSMD14) deubiquitinase inhibitors, primary screen, biochemical, fluorescence polarization, uHTS; human 26S proteasome, Ub4-pepOG fluorescence polarization; 20S core pre-blocked with epoxomicin; AID 588493, 2011; actives 0.59% (n = 360,000); 26S proteasome non-ATPase regulatory subunit 14 (Homo sapiens), O00487; calls only at 20 µM;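 active = inhibition at 20 µM, scaled to each plate's controls, above about 33%, limit read from the data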
Target sequence (O00487 whole entry, looked up): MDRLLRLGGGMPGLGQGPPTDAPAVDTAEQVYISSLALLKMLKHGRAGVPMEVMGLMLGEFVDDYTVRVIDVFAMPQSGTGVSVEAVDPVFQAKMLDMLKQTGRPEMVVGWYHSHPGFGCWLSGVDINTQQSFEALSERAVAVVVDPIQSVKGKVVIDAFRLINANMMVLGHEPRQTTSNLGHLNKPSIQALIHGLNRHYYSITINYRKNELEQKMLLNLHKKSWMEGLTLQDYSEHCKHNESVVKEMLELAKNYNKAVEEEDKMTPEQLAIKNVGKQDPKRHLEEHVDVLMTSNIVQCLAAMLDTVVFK
MT1-MMP act inh: blockers of MT1-MMP proenzyme processing, primary screen, HT1080 RFP-PRO-GFP cells, GFP/RFP fluorescence; actives 0.061% (n = 360,000); Matrix metalloproteinase-14 (Homo sapiens), P50281; GFP/RFP ratio fluorescence, overnight; percent of plate control window, DMSO zero; AID 651647, 2012; GFP/RFP ratio change, % at 20 µM;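 active = GFP/RFP ratio change of at least 30% with cell ATP level not reduced by more than half and red fluorescence within 50% of control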; also: strong numbers were not always called active
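Compound: 20 µM single dose, 1% DMSO / System: HT1080 RFP-PRO-GFP cells / Controls: DMSO and RFP-L50D-GFP cell wells / Read-out basis: GFP/RFP fluorescence ratio / Schedule: overnight compound exposure at 37 °C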
CendR NRP1 mod: modulators of CendR peptide binding to NRP-1, primary screen, biochemical, fluorescence polarization, uHTS; actives 0.85% (n = 360,000); AID 602438, 2012; Neuropilin-1 (Homo sapiens), O14786; inhibition, % at 25 µM; FAM-RPARPAR peptide binding to NRP-1;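 active = inhibition or corrected inhibition above about 18%, plus a signal ratio from 0.5 to 1.5, limit read from the data, passing the limit was not always enough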; also: strong numbers were not always called active
LMPTP block: LMPTP phosphatase inhibitors, primary screen, biochemical, fluorescence intensity, uHTS; Low molecular weight phosphotyrosine protein phosphatase (Homo sapiens), P24666; recombinant LMPTP-A, OMFP fluorogenic substrate; inhibition, % at 20 µM; actives 0.22% (n = 360,000);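 active = compounds that cut the enzyme signal by at least half of the control window in the single-dose screen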;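 also: plate controls were DMSO wells with enzyme plus substrate for no effect and substrate without enzyme for full effect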
Target sequence (P24666 whole entry, looked up): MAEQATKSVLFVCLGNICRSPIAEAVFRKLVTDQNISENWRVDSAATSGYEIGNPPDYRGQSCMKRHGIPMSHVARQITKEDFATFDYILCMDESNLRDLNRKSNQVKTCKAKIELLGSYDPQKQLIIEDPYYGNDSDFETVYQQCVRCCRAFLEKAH
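material = LMPTP-A | quantity = 0.625 nM enzyme | reagent = OMFP substrate, 400 µM final | buffer or medium = Bis-Tris pH 6.0, DTT, detergent | detection = endpoint fluorescence intensity from OMFP dephosphorylation | dosing = single 20 µM dose | read-out basis = % inhibition relative to no-enzyme and uninhibited control wells | control set = no-enzyme and uninhibited controls | timing = 50 min at room temperature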
DNMT1 block: human DNMT1 methyltransferase inhibitors, primary screen, biochemical, molecular beacon, fluorescence, HinP1I cleavage, uHTS; DNA (cytosine-5)-methyltransferase 1 (Homo sapiens), P26358; inhibition (reported as % activation of signal), % at 10 µM; actives 0.83% (n = 360,000); AID 588458, 2011; in the data active = inhibition above about 50%
SKN-1 inh: suppressors of acrylamide-induced Pgst-4::GFP reporter in worms, primary screen, SKN-1 inhibitor project, whole organism, uHTS, GFP/RFP fluorescence ratio, strain VP596; C. elegans VP596 Pgst-4::GFP/RFP ratio, 24 h; inhibition, % at 21.8 µM; actives 0.49% (n = 360,000); AID 624304, 2012;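 active = interference check ratio from 0.5 to 1.5 plus GFP to RFP signal ratio inhibition reaching or exceeding a fixed threshold, cut at about 30% in these data, passing the limit was not always enough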; also: some compounds called inactive have numbers as strong as hits
STEP inh: STEP phosphatase inhibitors, primary screen, biochemical, fluorescence intensity, uHTS; AID 588621, 2011; actives 0.25% (n = 360,000); inhibition, % at 20 µM; recombinant STEP, OMFP fluorogenic substrate; Tyrosine-protein phosphatase non-receptor type 5 (Homo sapiens), P54829;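 active = inhibition at 20 µM, scaled per plate between control wells, above about 37%, limit read from the data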;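 also: 0% = DMSO with enzyme and substrate and 100% = substrate only without enzyme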
Target sequence (P54829 whole entry, looked up): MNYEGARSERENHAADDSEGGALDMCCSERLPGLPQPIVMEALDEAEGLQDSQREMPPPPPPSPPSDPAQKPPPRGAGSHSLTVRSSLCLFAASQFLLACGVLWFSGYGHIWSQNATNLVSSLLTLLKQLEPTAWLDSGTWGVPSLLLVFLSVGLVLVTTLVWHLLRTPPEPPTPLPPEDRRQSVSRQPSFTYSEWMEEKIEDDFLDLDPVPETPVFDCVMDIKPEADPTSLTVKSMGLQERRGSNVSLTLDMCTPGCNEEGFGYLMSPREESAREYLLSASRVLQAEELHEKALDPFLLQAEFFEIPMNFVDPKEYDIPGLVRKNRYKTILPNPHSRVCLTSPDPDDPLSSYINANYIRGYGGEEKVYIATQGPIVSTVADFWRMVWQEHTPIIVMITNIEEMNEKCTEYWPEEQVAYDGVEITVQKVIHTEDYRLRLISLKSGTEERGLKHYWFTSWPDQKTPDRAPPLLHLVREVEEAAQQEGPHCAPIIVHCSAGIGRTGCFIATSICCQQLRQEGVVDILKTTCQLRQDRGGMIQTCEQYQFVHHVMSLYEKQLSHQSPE
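Measure: Control-normalized % inhibition with plate pattern correction | Test system: STEP phosphatase, cell-free reaction | Medium: pH 6.0 Bis-Tris with DTT and Tween 20 | Technique: Fluorescence, 480/540 nm | Times: Reaction 20 min, ambient temperature | Doses: Single compound dose of 20 µM, 1% DMSO final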
Scp-1 inhibitor: Scp-1 phosphatase inhibitors, primary screen, biochemical, colorimetric, uHTS. Recombinant Scp1, phosphopeptide, malachite green phosphate absorbance. inhibition, % at 20 µM. actives 0.88% (n = 340,000). AID 493091, 2011;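 active = inhibition above about 50% at 20 µM, limit read from the data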;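 also: plate controls were DMSO wells with enzyme for no effect and wells lacking enzyme for full effect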
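Assay system: SCP-1 catalytic fragment, aa 76-261 | Buffer or medium: Tris acetate buffer pH 5.5 with MgCl2 and Tween-20 | Compound: One concentration, 20 µM, with 1.0% DMSO | Also added: Phospho 17-mer peptide substrate | Signal: Absorbance at 630 nm | Incubation: 45 min enzyme reaction at room temperature | Measure: % inhibition of SCP-1 phosphate liberation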
Active calls of the source: *; i = inactive; . = no result given. This is a random part of the collection; about 3.9% have a hit in one of these screens.

SMILES | NadD block | SUMO1 PPI mod | Rpn11 inh | MT1-MMP act inh | CendR NRP1 mod | LMPTP block | DNMT1 block | SKN-1 inh | STEP inh | Scp-1 inhibitor
O=S1(=O)CCC(=Nc2ccc(Cl)cc2)c2ccsc21 | 0 | 5 | i | 1 | 5 | -1.6 | 1 | -1 | -2 | 5
CC(C)(C)S(=O)N1Cc2cc(CO)cc(-c3ccccc3)c2[C@@H]1CCO (stereo not given in full) | 3 | 0 | i | -7 | -56 | -0.5 | -5 | 13 | -4 | -11
COc1ccc2nc(SCC(=O)Nc3ccccc3OC)[nH]c2c1 | -4 | 8 | i | 5 | -12 | 0.6 | -2 | -8 | 0 | 3
Cc1ccc([N+](=O)[O-])cc1N=C1C(=O)Nc2ccccc21 | -4 | -22 | i | -2 | 4 | 3.0 | -2 | 23 | 8 | 10
CC(O)c1nc2ccccc2n1Cc1ccccc1 (stereo not given) | -3 | 3 | i | -3 | -1 | -0.8 | 3 | 6 | -3 | 2
CC(C)Oc1ccc(CN2CCC2(C)C(=O)NCc2cccc3ccccc23)cc1 (stereo not given) | -2 | 1 | i | 0 | -4 | -1.5 | 12 | -1 | 1 | .
CCCc1nnc(NC(=O)CCC(=O)N2CCN(CCn3c(C)ccc3C)CC2)s1 | -8 | -3 | i | -1 | -10 | 1.6 | -1 | 5 | 2 | -6
COc1ccc(S(=O)(=O)N2CCN(C(=O)NCc3ccc(C)cc3)CC2)cc1 | -7 | 1 | i | 0 | 9 | -0.2 | -2 | 4 | 0 | -10
Cc1cccc(NC(=O)NCc2cccnc2)c1C | -7 | -5 | i | 2 | 8 | -0.2 | 2 | -10 | -2 | 4
CC(=O)N1c2ccc(S(=O)(=O)NCCC(=O)NCc3ccc(Cl)cc3)cc2CC1C (stereo not given) | 4 | -3 | i | 1 | -1 | -0.2 | -1 | 23 | -1 | -8
Cc1ccc(/C=C(/C#N)C(=O)NC(C)c2ccccc2)o1 (stereo not given) | 2 | -9 | i | -1 | -5 | -0.6 | 1 | -10 | -3 | 3
COc1cc(C(=O)N2CCN(c3ccccn3)CC2)cc(OC)c1OC | -6 | 1 | i | 7 | 16 | -0.4 | -1 | 15 | 1 | 3
O=C(Nc1ccncc1)C1CC1c1ccccc1 (stereo not given) | -2 | 0 | i | -8 | -5 | 1.8 | 4 | -5 | -2 | -6
O=C(Nc1ccnn1C1CCN(Cc2ccccc2OC(F)F)CC1)c1cccnc1 | -4 | 0 | i | 0 | 13 | -0.9 | 0 | 18 | -2 | 3
O=C(O)c1cccc(NC(=O)c2cccc(S(=O)(=O)Nc3cccc([N+](=O)[O-])c3)c2)c1 | -4 | -5 | i | 0 | -11 | -1.3 | -1 | 4 | -2 | -3
COc1ccc(C2=Nc3nc(-c4ccccc4)cn3C(c3ccc(OC)cc3)C2)cc1 (stereo not given) | 24 | 0 | i | -8 | 0 | 3.1 | -2 | 6 | 1 | 7
COc1cc(C(=O)OCC(=O)N(C)C)cc(NC(=O)c2ccco2)c1OC | 3 | 5 | i | 10 | -10 | 0.3 | 3 | -2 | 4 | -2
Cc1cccc(C)c1NC(=O)C(=O)NCCOc1ccc(Cl)cc1 | -7 | 2 | i | -5 | -5 | 0.3 | -2 | 10 | 0 | 7
Cc1ccc(-c2noc(CN3CCCCC3)n2)cc1 | -3 | 0 | i | 0 | -8 | -1.0 | -1 | -32 | -2 | -2
O=Cc1c(NCc2ccco2)nc2ccccn2c1=O | -1 | -13 | i | -3 | -16 | -1.0 | 2 | 2 | 3 | 3
COC(=O)C(=N/Nc1ccccc1C(=O)OC)/C(C)=N/O | 1 | -13 | i | 0 | 2 | 0.5 | 4 | 14 | 0 | -7
CC(C)CNC(=O)/C=C/C(=O)O | -1 | -1 | i | 0 | 2 | 0.4 | 2 | 5 | -1 | -2
CCc1cccc(CC)c1NC(=O)CO/N=C(\N)CC(=O)NC1CCCCC1 | -6 | 0 | i | -3 | -7 | -2.1 | -2 | -6 | 1 | -2
CSc1ncc(Cl)c(C(=O)Nc2ccc(NC(C)=O)cc2)n1 | -4 | -12 | i | 2 | -5 | 0.7 | -2 | -2 | 2 | -3
CN(C)CCCOC(=O)C1c2ccccc2Oc2ccccc21 | -7 | -1 | i | 2 | -2 | -1.5 | -1 | 9 | 1 | -2
CCOC(=O)c1[nH]c(C)c(C(=O)Nc2ccccc2C)c1C | -4 | 4 | i | -7 | 0 | -1.3 | 3 | 19 | -2 | 16
O=C(Nc1ccc(O)cc1C(=O)O)c1cccs1 | -2 | 13 | i | 3 | 2 | -1.2 | -7 | 8 | 4 | 3
COc1ccc(Cc2noc(CN3CCC(c4ccncc4)CC3)n2)cc1OC | -10 | 1 | i | 4 | -2 | -1.8 | 2 | -9 | 2 | 6
CCc1c(C(=O)NCc2ccc3c(c2)OCO3)[nH]c(C)c1C(C)=O | -2 | 7 | i | 3 | 1 | 0.0 | -1 | -25 | -12 | -9
COc1cc(C(c2sc3nc(C)nn3c2O)N2CCC3(CC2)OCCO3)cc(OC)c1OC (stereo not given) | -4 | 0 | i | 1 | -9 | 1.2 | 10 | 2 | 2 | -5
COC(=O)c1ccc(C2C(C(C)=O)=C(O)C(=O)N2CCO)cc1 (stereo not given) | -4 | 1 | i | 0 | 11 | -0.1 | 1 | 11 | -2 | -3
O=C(CCN1CCN(S(=O)(=O)c2ccc(Cl)cc2)CC1)Nc1ccccc1F | -1 | 3 | i | -4 | -5 | -0.3 | 0 | -3 | 0 | -7
CCOC(=O)Cc1csc(NC(=O)CC)n1 | -9 | -4 | i | -1 | 2 | -1.6 | 1 | 2 | -4 | -3
Cc1ccc(N2CCN(C(=O)c3ccccc3F)CC2)c(C)c1 | 1 | 8 | i | -7 | -2 | 0.4 | -3 | 5 | 2 | -5
Cc1cc(C(N)=O)nn1-c1c(Cl)cc(Cl)cc1Cl | -4 | 0 | i | 3 | -20 | -1.0 | 3 | 6 | 0 | -4
COc1ccc(C2CC(c3c(-c4ccccc4)c4cc(Cl)ccc4[nH]c3=O)=NN2C(=O)CCC(=O)O)cc1 (stereo not given) | 16 | 16 | i | -6 | -4 | 0.1 | 0 | -9 | -2 | -6
Cc1ccc(C(=O)NCc2ccc(F)cc2)cc1NC1=NC2CS(=O)(=O)CC2S1 (stereo not given) | -2 | 1 | i | 0 | 12 | -0.9 | 0 | -9 | 2 | -10
CCN(CC)CCNC(=O)C1(O)c2cc(Br)ccc2NC(=O)N1c1c(F)cccc1F (stereo not given) | -1 | 4 | i | 2 | -1 | -3.1 | 4 | 7 | 0 | -7
CC(=O)Oc1ccc(N2C(=O)C3C4C=CC(CC4)C3C2=O)cc1[N+](=O)[O-] (stereo not given) | 0 | 0 | i | 1 | 13 | -3.2 | 0 | 3 | 2 | -4
Cc1cccc(Cn2cnc3c(sc4nc(C)cc(C)c43)c2=O)c1 | -3 | -9 | i | 0 | -13 | 1.9 | 41 | 15 | 2 | 1

In another format: results already given
Structure	NadD block	SUMO1 PPI mod	Rpn11 inh	MT1-MMP act inh	CendR NRP1 mod	LMPTP block	DNMT1 block	SKN-1 inh	STEP inh	Scp-1 inhibitor
COc1cc(C(c2sc3nc(C)nn3c2O)N2CCC3(CC2)OCCO3)cc(OC)c1OC (stereo not given)	-4	0	i	1	-9	1.2	10	2	2	-5
COC(=O)c1ccc(C2C(C(C)=O)=C(O)C(=O)N2CCO)cc1 (stereo not given)	-4	1	i	0	11	-0.1	1	11	-2	-3
O=C(CCN1CCN(S(=O)(=O)c2ccc(Cl)cc2)CC1)Nc1ccccc1F	-1	3	i	-4	-5	-0.3	0	-3	0	-7

Further compounds follow:
SMILES | NadD block | SUMO1 PPI mod | Rpn11 inh | MT1-MMP act inh | CendR NRP1 mod | LMPTP block | DNMT1 block | SKN-1 inh | STEP inh | Scp-1 inhibitor
COc1cc(/C=C2/C(=O)ON=C2C)ccc1OCc1cccc(F)c1 | 10 | 28 | i | -1 | -5 | 0.3 | 15 | -7 | 4 | -3
COc1cccc(C(=O)NCCC2=CCCCC2)c1 | -2 | 6 | i | -6 | 2 | -1.1 | -1 | -17 | 0 | -7
C=CCN(CC=C)C(=O)c1cc2ccccc2c(=O)o1 | -1 | -3 | i | 3 | 5 | -2.6 | 1 | -6 | 5 | -2
O=C(O)c1cccc(Cn2c(Cl)c(/C=N/NC(=O)c3ccccc3Cl)sc2=O)c1 | -1 | -9 | i | 1 | 3 | -0.4 | -2 | -22 | 1 | -2
CCN(CC)C(=O)CC(c1ccc(F)cc1)c1ccco1 (stereo not given) | 9 | -1 | i | -2 | -14 | -1.7 | 1 | 8 | -3 | -1
COc1ccc(OCC(=O)Nc2nonc2NC(=O)COc2ccc(OC)cc2)cc1 | -7 | 10 | i | 0 | 10 | 0.7 | -2 | -3 | -2 | -9
COc1ccc2nc(SCC(=O)NCc3ccc(F)cc3)[nH]c2c1 | 1 | -1 | i | -2 | 0 | -0.3 | -1 | 8 | 2 | -2
Cc1ccc2ccc(C(Nc3ccccc3)c3ccccc3)c(O)c2n1 (stereo not given) | . | -6 | . | 0 | 5 | 7.3 | . | 6 | . | .
O=C1NN(c2ccccc2)C(=O)C1=Cc1ccccc1O | -1 | -12 | i | 0 | 2 | -1.7 | 9 | 19 | 1 | .
NC(=O)NC(=O)CSc1nc2sc(-c3ccccc3)cc2c(=O)n1-c1ccccc1 | 0 | -6 | i | 2 | 3 | 1.4 | 2 | -1 | 1 | -14

Quoted at random: 2 records from the list.
SMILES | NadD block | SUMO1 PPI mod | Rpn11 inh | MT1-MMP act inh | CendR NRP1 mod | LMPTP block | DNMT1 block | SKN-1 inh | STEP inh | Scp-1 inhibitor
Cc1ccc2ccc(C(Nc3ccccc3)c3ccccc3)c(O)c2n1 (stereo not given) | . | -6 | . | 0 | 5 | 7.3 | . | 6 | . | .
COc1ccc(OCC(=O)Nc2nonc2NC(=O)COc2ccc(OC)cc2)cc1 | -7 | 10 | i | 0 | 10 | 0.7 | -2 | -3 | -2 | -9
